Assay outcomes deposited in PubChem BioAssay by several laboratories.
STK33 kinase inh – inhibitors of purified STK33 kinase, primary screen, biochemical, ADP-Glo luminescence, homogeneous, cell-free. Serine/threonine-protein kinase 33 (Homo sapiens), Q9BYT3. 320,000 compounds, 0.073% hits. AID 2661, 2010. inhibition, % at 10 µM. MBP phosphorylation;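 active means inhibition at or above 25%, using the most active replicate where run in duplicate; inactive means inhibition below 25%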
Target sequence (Q9BYT3 whole entry, looked up): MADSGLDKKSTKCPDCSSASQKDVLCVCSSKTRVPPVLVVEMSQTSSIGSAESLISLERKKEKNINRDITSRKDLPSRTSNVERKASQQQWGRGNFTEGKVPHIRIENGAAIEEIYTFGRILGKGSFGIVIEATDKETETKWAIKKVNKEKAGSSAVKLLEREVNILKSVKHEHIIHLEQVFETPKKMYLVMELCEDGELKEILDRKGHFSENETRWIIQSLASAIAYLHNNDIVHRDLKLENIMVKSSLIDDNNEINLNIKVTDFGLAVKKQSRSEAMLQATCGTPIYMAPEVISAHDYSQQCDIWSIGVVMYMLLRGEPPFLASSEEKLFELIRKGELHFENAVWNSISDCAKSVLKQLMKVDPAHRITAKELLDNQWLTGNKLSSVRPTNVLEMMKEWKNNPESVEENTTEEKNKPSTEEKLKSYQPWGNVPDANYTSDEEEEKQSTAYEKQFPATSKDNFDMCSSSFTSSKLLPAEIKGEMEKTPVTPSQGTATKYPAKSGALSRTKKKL
Kir21 block – inhibitors of mouse Kir2.1 inward-rectifier potassium channel | HEK293-Kir2.1, FluxOR thallium flux fluorescence; stronger effect = lower value | B-score at 10 µM | 310,000 compounds, 0.85% hits | Inward rectifier potassium channel 2 (Mus musculus), P35561;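 active means fluorescence ratio B-score at or below minus 3 SD of library scores, with starting-brightness B-score within 2 SD, cut at about -4.2 in these data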;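 further: channel flux triggered by added potassium and thallium sulfate stimulus; B-score of peak minus minimum fluorescence over baseline after thallium stimulus; more negative B-score means stronger Kir2.1 block with less thallium influx; some compounds called inactive have numbers as strong as hits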
Target sequence (P35561 whole entry, looked up): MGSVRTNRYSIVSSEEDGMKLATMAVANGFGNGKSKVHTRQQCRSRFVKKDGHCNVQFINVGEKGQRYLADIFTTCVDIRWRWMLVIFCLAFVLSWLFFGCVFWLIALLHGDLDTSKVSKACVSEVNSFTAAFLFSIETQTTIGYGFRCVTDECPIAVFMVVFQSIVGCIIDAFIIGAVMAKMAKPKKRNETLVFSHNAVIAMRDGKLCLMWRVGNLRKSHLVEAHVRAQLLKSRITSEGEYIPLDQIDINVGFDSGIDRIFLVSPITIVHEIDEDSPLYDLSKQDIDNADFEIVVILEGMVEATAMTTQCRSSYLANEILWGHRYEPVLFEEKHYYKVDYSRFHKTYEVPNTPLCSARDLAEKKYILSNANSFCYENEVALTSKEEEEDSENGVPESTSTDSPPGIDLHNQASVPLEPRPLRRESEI
* hit, by the source's call; . = no result given.

The first 2 compounds, to show the layout:
nr	structure	STK33 kinase inh	Kir21 block
1	CCOC(=O)c1c(NC(=O)COC)sc(C(C)=O)c1C	-0.4	0.64
2	O=C1COc2ccc(S(=O)(=O)CCC(=O)N3CCN(c4ccccc4)CC3)cc2N1	-0.3	-0.33

Main list, from the first entry:
nr	structure	STK33 kinase inh	Kir21 block
1	CCOC(=O)c1c(NC(=O)COC)sc(C(C)=O)c1C	-0.4	0.64
2	O=C1COc2ccc(S(=O)(=O)CCC(=O)N3CCN(c4ccccc4)CC3)cc2N1	-0.3	-0.33
3	CC(C)=C(NC(=O)c1ccccc1)C(=O)NC(Cc1ccccc1)C(=O)O (stereo not given)	0.8	-0.76
4	COc1cccc(C(=O)C2CCCN(C(=O)c3ccccn3)C2)c1 (stereo not given)	1.5	0.7
5	CCOc1ccc(C(=O)CCC(=O)Nc2ccc(C)cn2)cc1	.	-1.3
6	COc1ccccc1/C=C/C(=O)c1c2c(c(C)[nH]c1=O)CCCC2	-2.4	-1.1
7	C/C(=N\NC(=O)c1cccc(O)c1)c1cccc(NC(=O)c2ccc(F)cc2)c1	2.7	-1.8
8	CC1CCCN(C(=O)C(C)Nc2cc(Cl)ccc2N2CCOCC2)C1 (stereo not given)	0.5	-0.09
9	CN(CC(=O)Nc1c(Cl)cccc1Cl)C(=O)c1ccncc1	-0.6	-0.25
10	CCN(Cc1ccccc1)S(=O)(=O)c1c(C)[nH]c(C)c1C(=O)N1CCCC1	3.1	-0.31
11	COC(=O)c1ccc(NC(=S)NC2CCCCC2C)cc1 (stereo not given)	-3.1	0.26
12	COc1ccc(/C=C/C(=O)Nc2cc(C)nn2-c2nc3ccccc3n2Cc2cccc([N+](=O)[O-])c2)cc1	-0.7	0.51
13	COc1ccc(NC(=O)CN2c3cccc4cccc(c34)S2(=O)=O)c(OC)c1	-0.2	-2.4
14	CCCN(CCC)CCCNC(=O)c1cc2c(=O)[nH]c3ccccc3c2s1	-1.2	0.73
15	CCCNC(=S)N1CCC(C(=O)c2ccc(Cl)cc2)CC1	-2.4	2.9
16	Cc1cccnc1NC(=O)c1cccc(S(=O)(=O)N2CCCc3ccccc32)c1	0.2	-1.2
17	CCOc1ccccc1-n1c(COc2ccc(C)cc2)nnc1SCC(N)=O	-0.3	-0.48
18	CCCCNC(=S)NNC(=O)CCn1cc(C)cn1	0.6	0.69
19	COc1ccc(C(=O)Nc2nnc(-c3ccc(F)cc3)s2)c(OC)c1	.	0
20	O=C(NCCN1CCN(c2ccccc2)CC1)Nc1cccc(Cl)c1	0.8	0.13
21	O=C(NC1CCCCC1)c1ccccc1NC(=O)C1CC1	-0.1	1.3
22	Cn1c2ccccc2c2cc(/C=C(\NC(=O)c3ccccc3)C(=O)NCC(=O)O)ccc21	-0.8	-0.22
23	Cn1cc(C(=O)NC2C3CC4CC(C3)CC2C4)cn1 (stereo not given)	-3.1	1.6
24	CCC1=C(C(=O)OC)C(c2cc(OC)ccc2OC)C(C#N)=C(N)O1 (stereo not given)	-0.3	-1.3
25	Cc1ccnc(NC(=O)C2CCCN(S(=O)(=O)c3cnc[nH]3)C2)c1 (stereo not given)	0.5	1
26	Cn1c(=O)cc(OCC(=O)NCc2cccnc2)c2ccccc21	-0.8	-0.28
27	O=C(O)c1cc(Cl)ccc1NC(=O)C1CCCO1 (stereo not given)	-0.6	1.7
28	CCCC(=O)Nc1ccc(Oc2ccc(NC(=O)CCC)cc2)cc1	-2.8	0.66
29	CCCCN1C(=O)CCC(C(=O)O)C1c1ccccc1 (stereo not given)	-0.1	0.74
30	Cc1ccc2sc(N(CCCN(C)C)C(=O)c3ccc(S(=O)(=O)N(C)Cc4ccccc4)cc3)nc2c1C	0.6	0.46
31	CCOC(=O)c1sc2nc(CC(C)C)c3c(c2c1N)CCC3	-0.7	0.17
32	COc1ccc(NC2CCCN(C(=O)CCc3cccc(Cl)c3)C2)cc1 (stereo not given)	-1.1	-4.2*
33	CC(c1ccco1)N(C(=O)c1ccccc1NS(=O)(=O)c1cc([N+](=O)[O-])ccc1Cl)c1ccccn1 (stereo not given)	-0.7	0.33
34	O=S(=O)(Nc1ccc2c(c1)CCC2)c1cccs1	-0.4	0.39
35	CC(C)(O)C#Cc1ccc(C(=O)N2CCCC2C(=O)O)s1 (stereo not given)	-1.5	.
36	O=C(CCNC(=O)c1ccc([N+](=O)[O-])cc1)Nc1ccc(S(=O)(=O)N2CCOCC2)cc1	-1.0	-0.38
37	COc1ccc(Oc2cc(NN3CCCCC3)c([N+](=O)[O-])cc2[N+](=O)[O-])cc1OC	-2.0	0.3
38	COc1ccc(-c2csc3nc(C)nc(N4CCN(C(C)=O)CC4)c23)cc1OC	-0.9	1.5
39	CC(=O)NNC(=O)CN1C(=O)/C(=C/c2ccccc2)SC1=S	0.0	-0.56
40	O=S(=O)(O)c1nc2ccccc2n1Cc1ccc(Cl)cc1Cl	-0.6	-0.23
41	Cc1ccc(S(=O)(=O)Nc2ccc(Cl)cc2)cc1NC(=O)Cn1cnc2c1c(=O)n(C)c(=O)n2C	0.1	-0.13
42	COc1ccc2[nH]c(=O)c(CN(CC3CCCO3)C(=O)Nc3ccccc3)cc2c1 (stereo not given)	-0.4	0.36
43	CCc1cc2cc(C)ccc2nc1SCC(=O)N1CCN(C(=O)c2ccco2)CC1	0.0	.
44	O=C1CC(Nc2ccc(N3CCOCC3)cc2)C(=O)N1c1ccccc1F (stereo not given)	-1.0	-1.7
45	Cn1c(C(=O)N2CCN(Cc3ccc4c(c3)OCO4)CC2)cc2sccc21	-0.6	2.5
46	CCCCNC(=O)CN(c1cc(C(F)(F)F)ccc1Cl)S(C)(=O)=O	-0.6	2.5
47	O=C(Nc1ccc(Cl)cc1)N(Cc1cccnc1)Cc1ccco1	-0.9	0.08
48	CCOc1ccc(Nc2cc3n(c(=O)n2)CCc2cc(OC)c(OC)cc2-3)cc1	0.7	1.5
49	O=C(Nc1ccnn1C1CCN(C(=O)c2cccc(Cl)c2)CC1)C1CC1	0.1	0.6
50	CCOC(=O)C1=NOC(Cn2cc(C(C)=O)c(=O)[nH]c2=O)C1 (stereo not given)	-1.1	0.91
51	COc1ccc(S(=O)(=O)Nc2cc(Sc3ncn[nH]3)c(O)cc2C)cc1	-1.3	.
52	CC(/C=N/Nc1nnc2c(n1)[nH]c1ccccc12)=C\c1ccco1	0.7	-1.1
53	Cc1ccc(-c2cn(-c3ccc(OC(F)F)cc3)c3[n+]2CCCCC3)cc1	0.8	0.68
54	C=Cn1c(N2CCOCC2)nc2c1c(=O)[nH]c(=O)n2C	0.2	0.39
55	CCOC(=O)C1CCCCN1Cc1cccc(F)c1 (stereo not given)	0.4	1.3
56	COc1cc(C(=O)NCC(=O)N/N=C/c2cccnc2)cc(OC)c1OC	-1.3	0.23
57	O=[N+]([O-])c1cccnc1Oc1ccc(C2SCCS2)cc1	-0.1	-1.5
58	Cc1ccc(NC(=O)C2CC=CCC2C(=O)N2CCCCC2)cc1 (stereo not given)	0.7	-0.01
59	COCC(=O)Oc1c(S(=O)(=O)c2ccc(C)cc2)c(C)nn1-c1ccccc1	.	1.5
60	CN(C)S(=O)(=O)n1cc(/C=C(\NC(=O)c2ccccc2F)C(=O)N2CCCC2)c2ccccc21	-0.3	1.5

(more compounds)
nr	structure	STK33 kinase inh	Kir21 block
61	CCOCCCNC(=O)Cn1cc2c(n1)CCCC2	-0.8	-0.03
62	COc1ccc(NC(=O)NC2(C(=O)N3CCOCC3)CCCCC2)cc1	-0.3	0
63	Cn1c(SCc2ccccc2Cl)nnc1-c1cnccn1	-0.3	0.11
64	CC1Sc2ccc(S(=O)(=O)N3CCC(C(=O)NCCc4ccccc4)CC3)cc2NC1=O (stereo not given)	0.3	0.49
65	C=CCSc1nc2sc3c(c2c(=O)n1CC)CCc1ccccc1-3	0.2	-0.7
66	CC(C)Cc1ccc(CN2CCCC(NC(=O)c3cccc(-n4cnnc4)c3)C2)cc1 (stereo not given)	0.2	0.06
67	CCC(C)c1ccccc1OCCn1ccnc1 (stereo not given)	0.6	-1.8
68	CCOC(=O)c1cnc2c(OC)cccc2c1N1CCN(c2ccccn2)CC1	-0.5	-1.2
69	Cc1c(NC2=NC3(CCCCC3)Cc3ccccc32)c(=O)n(C)n1-c1ccccc1	0.2	-1.2
70	COc1ccc(C(=O)/C=C(\C)NCc2ccc3c(c2)OCO3)cc1	-1.9	-0.04
71	Oc1nc(Nc2cccc(Cl)c2)sc1/C=C1\C=Nc2ccccc21	0.7	-0.88
72	CCCN(CC(=O)Nc1ccc(NC(C)=O)cc1)CC(=O)Nc1ccc(F)c(F)c1F	-0.6	0.03
73	CCOc1ccc(NC(=O)CCC(=O)NNC(=O)Nc2cccc(Cl)c2)cc1	-0.2	-0.17
74	CCOC(=O)c1sc(-c2ccccn2)nc1C	-0.7	0.45
75	COc1ccc(S(=O)(=O)N(CCc2ccccc2)CC(N)=O)cc1	1.3	1.4
76	Cc1ccc(N=Nc2ccc(O)c(/C=N\NC(=O)c3ccc(N)cc3)c2)cc1C	-1.1	0.8
77	O=C(COC(=O)c1n[nH]c2ccccc12)Nc1ccc([N+](=O)[O-])cc1	-1.5	-0.57
78	CCCCCCCCNC(=O)/C(C#N)=C/c1ccc2c(c1)OCCO2	-1.5	-0.98
79	Cc1ccc(NC(=O)CCc2nnc3ccc(N4CCOCC4)nn23)cc1C	-0.4	0.58
80	CC(C)(C)c1ccc(OCCCNC2CCCC2)cc1	-1.8	-4.3*
81	CCOc1ccc(NC(=O)CNC(=O)c2ccc([N+](=O)[O-])cc2)cc1	-0.6	0.71
82	COc1ccc(-n2c3c(cc(C(=O)NNc4ccccc4C)c2=O)C(=O)CC(C)(C)C3)cc1	-0.9	-0.73
83	CCOc1cc(S(=O)(=O)N(CC)CC)c(OCC)cc1-n1cnnn1	.	-0.66
84	CCCCC(=O)Nc1nnc(SCC(=O)Nc2ccc(OC)cc2)s1	-1.1	1.3
85	Clc1ccccc1Cn1nc(-c2ccccc2)nc1-c1ccccc1	0.7	1.2
86	O=C(NCCN1CCN(c2ccccc2)CC1)c1ccc2c(c1)[nH]c(=S)n1c3ccccc3nc21	0.5	-0.07
87	Cc1ccc(C)c(NC(=O)CNS(=O)(=O)c2ccccc2)c1	-1.9	0.06
88	CCCCC1CN2CCc3c([nH]c4ccccc34)C2(C)C1 (stereo not given)	0.0	-2.5
89	CCn1c(=NC(=O)COc2ccccc2)sc2cccc(F)c21	-0.8	-0.31
90	Cc1cc(C)c2c(N)c(C(=O)Nc3cccc(C)c3C)sc2n1	10	-0.96

Later entries.
No.	Structure	STK33 kinase inh	Kir21 block
91	CCOc1ccc(C(=O)NCCn2cc(SCC(=O)Nc3cc(C)on3)c3ccccc32)cc1	-2.5	0.9
92	CCCn1c(NCc2ccco2)nc2ccccc21	-2.4	-0.09
93	Cc1ccnc(NC(=O)C(C)N2C(=O)c3ccccc3C2=O)c1 (stereo not given)	-2.0	0.04
94	Oc1ccc(/C=N/N=C/c2ccc(O)cc2)cc1	2.0	-0.24
95	CCOC(=O)CSc1nc2cc(C(=O)OC)ccc2c(=O)n1CCN1CCOCC1	-1.9	0.37
96	CCOC(=O)COc1ccccc1/C=C1\NC(=O)NC1=O	0.3	0.09
97	CCOC(=O)C1(Cc2ccccc2C(F)(F)F)CCN(C(C)CSC)CC1 (stereo not given)	-1.5	-2.8
98	COc1ccc(-n2nc3c(N4CCC(C(=O)NCC(C)c5ccccc5)CC4)nnc(C)c3c2C)cc1 (stereo not given)	0.7	-1.4
99	CCc1ccc(NC(=O)CCS(=O)(=O)c2ccc(Cl)cc2)cc1	-1.8	0.68
100	CCn1c(=O)c(C(=O)NC(C)C)c(O)c2ccccc21	-1.8	-0.11
101	CCOC(=O)N1CCN(c2c(NCc3ccccc3Cl)c(=O)c2=O)CC1	-1.0	1.1
102	C=CCO/N=C(/CCC)C1=C(N)CC(C)(C)CC1=O	-3.2	0.07
103	CN(C)c1ccc(-c2nnc(-c3cccs3)o2)cc1	-0.5	0.29
104	Cc1[nH]c2ccccc2c1C(=O)C(C)OC(=O)c1ccc(Cl)nc1 (stereo not given)	-0.4	3.7
105	Cn1cc(CN2CCC(CO)(CCCc3ccccc3)CC2)c(-c2ccccc2)n1	-1.9	-0.97
106	O=C(Nc1ccc(NC(=O)c2cccc([N+](=O)[O-])c2)cc1)c1cccc([N+](=O)[O-])c1	1.3	0

Profiles, looked up by structure. Screens in order: STK33 kinase inh | Kir21 block
Results for `Cc1ccnc(NC(=O)C2CCCN(S(=O)(=O)c3cnc[nH]3)C2)c1` (stereo not given) → 0.5 | 1
Results for `CC(C)Cc1ccc(CN2CCCC(NC(=O)c3cccc(-n4cnnc4)c3)C2)cc1` (stereo not given) → 0.2 | 0.06
Results for `COc1ccc(-c2csc3nc(C)nc(N4CCN(C(C)=O)CC4)c23)cc1OC` → -0.9 | 1.5
Results for `CCOC(=O)C1(Cc2ccccc2C(F)(F)F)CCN(C(C)CSC)CC1` (stereo not given) → -1.5 | -2.8
Results for `Cc1ccc(S(=O)(=O)Nc2ccc(Cl)cc2)cc1NC(=O)Cn1cnc2c1c(=O)n(C)c(=O)n2C` → 0.1 | -0.13

Further structures
No.	Structure	STK33 kinase inh	Kir21 block
107	CC(C)N(C(=O)CSc1nnc(CN2CCCCCC2=O)n1-c1ccccn1)C(C)C	-2.6	0.67
108	CSc1ccc(/C=C(/Sc2nnc(-c3ccccc3)o2)C(=O)O)cc1	-1.5	1.3
109	C/C(CC(=O)Nc1ccc2c(c1)OCCO2)=N\NC(=O)C(=O)Nc1ccccc1C	0.6	0.12
110	Cc1ccc(C2(c3ccc(C)cc3)NC(=O)N(CC(N)=O)C2=O)cc1	0.5	0.01
111	CCCC(=O)NC(c1ccc(C(C)C)cc1)c1ccc2cccnc2c1O (stereo not given)	-0.8	0.68
112	CCCn1c(SCC(=O)c2cc(OC)ccc2OC)nnc1C(C)C	-1.3	-0.22
113	Cc1ccc(Sc2nnc(-c3ccccc3)cc2C#N)cc1	0.8	1.4
